Ub-GFP proteasome: inhibits proteasome, raising ubiquitin-GFP reporter fluorescence | Potency, µM (top dose mostly 45.9 µM), inactives show at the highest dose activation (GFP accumulation), most hits filed as activators | AID 526 | Ubiquitin-GFP reporter cells, proteasome inhibition, GFP fluorescence; response scale: untreated = 0%, 10 µM MG-132 = 100% | 67,000 tested, under 10 active; active = well fitted activation curve with a large enough effect, not every such curve was filed as active; inconclusive = small, poorly fitted or top-dose-only effect, or another doubt; inactive = no such curve, though single readings can be large or run the other way; also: potency is read from the fitted curve at half-maximal effect
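GFP accumulation read-out: laser plate cytometry counting ubiquitin(G76V)-GFP-expressing U2OS cells after 4 hr compound exposure at 37 °C. Titrations spanned 46 uM to 2.9 nM; 0% = basal, 100% = 10 uM MG-132; concentration-response curves fitted.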
HBB splicing: modulators of hemoglobin beta chain splicing | HBB splicing reporter cell assay, activation; EGFP reporter with mutant IVS2-654 intron; response scale: normalised to 500 nM splice-correcting PNA | Potency, µM (titrated, usually from 46.1 µM), for inactives: top-dose activation, actives largely listed as activators | actives 0.06% (n = 65,000); also: potency is read from the fitted curve at half-maximal effect; 0% is about no effect
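HeLa cells stably expressing EGFP interrupted by mutant beta-globin intron 2 (IVS2-654), 500/well in 2% FCS. Treated with compound for 2 days at 37C. Splicing correction scored as total well GFP intensity (488 nm excitation, 500-520 nm emission); 500 nM antisense PNA served as control.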
4MU fluor: compound fluoresces in the 4-MU spectral region. compound autofluorescence, 340/450 nm, 4-MU equivalents; stronger effect = higher value. max dye-equivalent concentration, M. actives 11% (n = 59,000); in the data active = max dye-equivalent concentration above about 10 nM; inconclusive = mostly about 1.1 nM to 9.6 nM
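Intrinsic fluorescence at 340/450 nm (ex/em) was read after 15 min at room temperature in pH 8.0, 100 mM Tris. Each compound concentration expressed as 4-MU-equivalent concentration from a six-point 4-MU standard series on each plate.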
TexasRed autofl: Texas Red region autofluorescence. actives 0.06% (n = 59,000). max dye-equivalent concentration, M. Compound fluorescence, Texas Red channel, 547/618 nm; stronger effect = higher value. AID 587; in the data active = max dye-equivalent concentration above about 10 nM; inconclusive = between about 1.1 nM and that limit
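Spectral interference profiling: each compound concentration's relative fluorescence, read with a 547 nm excitation and 618 nm emission filter pair, was normalized to a per-plate Texas Red standard curve.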
Epigenetic mod: derepresses silenced GFP locus in mouse C127i cells; AID 597; actives 0.09% (n = 68,000); mouse C127i GFP locus derepression, cytometry, 30 h; Potency, µM (top dose mostly 46.1 µM), inactives show at the highest dose GFP derepression (activation); also: % of control where 0% means no effect
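Murine C127i mammary cells carrying a silenced, stably integrated CMV-driven GFP reporter were treated with compound for 30 hours at 37 C. After PBS washes, GFP-positive cells were counted by laser-scanning microplate cytometry.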
FLuc inh: blocks Photinus pyralis firefly luciferase activity. P08659. purified firefly luciferase, luminescence, 8 min. Potency, µM (highest dose often 57.1 µM), for the others: at the highest dose activity change, negative = inhibition, most hits filed as inhibitors. actives 2.2% (n = 72,000); also: potency is read from the fitted curve at half-maximal effect; % is scaled to controls: 0 for no effect and ±100 for the full control effect; nearly all actives have a fitted effect of over 40% in size
Target sequence (P08659 whole entry, looked up): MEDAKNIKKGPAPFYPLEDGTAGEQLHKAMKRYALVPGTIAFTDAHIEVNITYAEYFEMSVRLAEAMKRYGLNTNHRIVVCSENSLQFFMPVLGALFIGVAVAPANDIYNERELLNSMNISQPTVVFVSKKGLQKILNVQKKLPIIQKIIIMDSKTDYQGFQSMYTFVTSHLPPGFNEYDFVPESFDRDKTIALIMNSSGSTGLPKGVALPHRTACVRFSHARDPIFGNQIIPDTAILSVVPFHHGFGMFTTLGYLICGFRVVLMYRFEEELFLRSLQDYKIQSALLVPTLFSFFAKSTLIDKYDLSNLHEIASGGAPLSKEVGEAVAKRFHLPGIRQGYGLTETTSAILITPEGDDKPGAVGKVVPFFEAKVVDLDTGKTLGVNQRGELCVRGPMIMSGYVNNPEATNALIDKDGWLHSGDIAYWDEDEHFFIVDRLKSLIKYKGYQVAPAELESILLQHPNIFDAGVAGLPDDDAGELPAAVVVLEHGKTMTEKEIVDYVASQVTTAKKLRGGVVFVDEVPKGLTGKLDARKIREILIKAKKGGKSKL
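Compounds were tested as concentration series (qHTS) against purified P. pyralis luciferase with luciferin and 10 uM ATP in 50 mM imidazole pH 7.2, 50 mM KCl, 7 mM MgCl2, 0.01% Tween 20, 0.05% BSA. Luminescence was read after 8 min at ambient temperature.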
ERK AVP block: inhibitors of vasopressin-stimulated ERK signaling pathway; HEK293-V1b, vasopressin-stimulated pERK AlphaScreen; Potency, µM (doses to about 57.5 µM), inactives show at the top dose activity, negative = inhibition, actives largely listed as inhibitors; actives 0.99% (n = 72,000); AID 995; also: potency is read from the fitted curve at half-maximal effect; % is scaled to controls: 0 for no effect and ±100 for the full control effect; nearly all actives have a fitted effect of over 55% in size
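qHTS, compounds titrated on V1b-expressing HEK293 cells. Preincubation 30 min at 37C, vasopressin 25 nM for 5 min, lysis 10 min, bead incubation 5 hr at room temperature.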
Hsp90 Hop PPI: changes Hsp90-Hop TPR2A binding signal, up or down. Potency, µM (titrated, usually from 57 µM), inactives show at the top dose activity change, negative = inhibition. AlphaScreen TPR2A-His6 binding biotin-Hsp90 C-terminal peptide. actives 0.44% (n = 71,000). AID 595; active = well fitted curve in either direction with a large enough effect; inconclusive = small, poorly fitted or top-dose-only effect, or another doubt; also: potency is read from the fitted curve at half-maximal effect; % is scaled to controls: 0 for no effect and ±100 for the full control effect; many of its hits are not listed in these tables
CRE-bla Fsk: CRE-bla signaling modulation under forskolin stimulation | Potency, µM (highest dose often 38.2 µM), without a hit: at the highest dose activity change, negative = inhibition, hits mostly activators | AID 662 | CHO CRE-bla reporter (cAMP response element driving beta-lactamase), forskolin EC10, beta-lactamase ratio | actives 2.5% (n = 71,000); active = well fitted activation curve with a large enough effect in the signal ratio, with a control signal flat, not every such curve was filed as active; inconclusive = small, poorly fitted or top-dose-only effect, or effect the other way, or a change in a side signal; the % refers to the signal ratio; also: potency is read from the fitted curve at half-maximal effect; % of control where 0% means no effect
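Beta-lactamase reporter under a cAMP responsive element in CHO cells; compounds tested in titration series against EC10 NKH 477, 3 h at 37 °C. Read-out: CCF4 FRET ratio 460nm/530nm (excitation 405nm) giving %Activity, fitted to AC50.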
A350 autofl: compounds fluorescent in Alexa 350 spectral region; Compound autofluorescence, 340/450 nm, Alexa 350 dye-equivalents; stronger effect = higher value; max dye-equivalent concentration, M; actives 11% (n = 59,000); AID 590; in the data active = max dye-equivalent concentration above about 10 nM; inconclusive = mostly about 1.1 nM to 9.6 nM
Fluorescein fluor: compound autofluorescence in fluorescein spectral region; Compound autofluorescence, 480/540 nm, fluorescein-equivalent; stronger effect = higher value; actives 0.91% (n = 59,000); AID 593; max fluorescein-equivalent concentration, M; in the data active = max fluorescein-equivalent concentration above about 10 nM; inconclusive = between about 1.1 nM and that limit
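Read-out is intrinsic compound fluorescence at 480/540 nm (excitation/emission), expressed as dye-equivalent concentration using a fluorescein standard series run on every plate. Compounds sat 15 min at room temperature in 100 mM Tris, pH 8.0.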
* hit, by the source's call; i = inactive; u = inconclusive; x = no result given; [ ] = another dose, or the depositor's remark. Unless noted, calls follow the shape of the dose curve; as a rule, active = well fitted curve in the direction sought with a large enough effect; inconclusive = small, poorly fitted or top-dose-only effect, or another doubt; inactive = no such curve, though single readings can be large; an effect the other way counts as inactive or inconclusive.

Results follow in this order: A350 autofl	Epigenetic mod	HBB splicing	Ub-GFP proteasome	CRE-bla Fsk	Fluorescein fluor	4MU fluor	ERK AVP block	Hsp90 Hop PPI	TexasRed autofl	FLuc inh
O=C(O)c1cn(-c2ccccc2)nc1-c1cccnc1
    i	0%	0.5%	-7%	-16%	i	i	-25%	-3%	i	1%
Cc1ccc(Oc2cc(C)nc(-c3ccccc3O)n2)cc1
    i	-3%	-0.4%[57.5 µM]	8%	u	i	i	2%	23%	i	2%
Cc1cnc(CNc2ncncc2-c2ccoc2)cn1
    1.1e-07M*	-2%[9.22 µM]	0.6%	-5%	u	u	1e-07M*	-16%	-2%	i	0%[2.29 µM]
O=C(CCn1nc(-c2ccc(Cl)cc2)ccc1=O)N1CCN(c2ccccn2)CC1
    i	0%	4.5%	-17%	4µM*	u	i	-29%	-2%	i	1%
O=C(O)C1C2C=CC(C2)C1C(=O)NCCCn1ccnc1 (stereo unspecified)
    i	2%	-1.5%	-2%	-4%	i	i	-3%	u	i	2%
O=C(O)CCc1nn2c3ccccc3nc2n(-c2ccccc2)c1=O
    i	3%	1.3%	6%	-1%	u	i	-12%	-3%	i	-3%
Cc1ccc(NC(=O)Cn2cnc3c(=O)n(C)c(=O)n(C)c32)c(C)c1
    2.1e-07M*	3%	4.0%	-3%	4%	i	1.9e-07M*	-1%	-8%	i	1%
O=c1[nH]c2cc3c(cc2cc1CN(Cc1cccs1)Cc1nnnn1Cc1ccco1)OCCO3
    1.1e-07M*	0%	-2.3%	-3%	u	u	1.1e-07M*	26%	-11%	u	-7%
CC1=C(C(=O)Nc2ccc(C)cc2)C(c2ccc(C)o2)C2=C(CC(C)(C)CC2=O)N1 (stereo unspecified)
    3.3e-08M*	-2%	1.3%	5%	-11%	u	2.9e-08M*	-19%	0%	u	1%
Brc1ccccc1Cn1c(-c2cncs2)nc2ccccc21
    x	x	0.1%	13%	u	x	x	x	0%	x	-5%
O=C(O)c1ccccc1OCCOc1ccccc1
    i	3%	0.1%[57.5 µM]	0%	-8%	i	i	6%	1%	u	1%
Cc1cc(C(=O)Nc2ccc3c(c2)OCCO3)c(C)o1
    i	-2%	-1.1%	-6%	-5%	i	i	u	u	i	16µM*
COCC(=O)N1CCC2(CC1)CN(Cc1nccs1)C2
    i	-2%[9.22 µM]	-0.6%	1%	-4%	i	i	1%	6%	i	0%[11.4 µM]
Nc1ccc(N2CCCCC2)cc1N1CCCCC1
    i	1%	9.5%[57.5 µM]	0%	15%	i	i	u	u	i	-4%
O=C(CCC1CCCC1)NCc1ccccn1
    u	-3%	1.2%	11%	8%	i	i	-5%	-9%	i	1%
Cn1c(=O)c2c(ncn2CC(=O)N2CCN(c3ccccc3F)CC2)n(C)c1=O
    x	-3%	3.4%[0.0738 µM]	1%[9.17 µM]	u	x	x	-23%	-7%[11 µM]	x	1%
Cc1c(C(=O)OCCOC(C)C)[nH]c2c1C(=O)CC(C)(C)C2
    x	0%	-0.4%	6%	12%	x	x	-10%	-3%	x	-1%
Cc1ccc(-c2nc3ccccc3o2)cc1NC(=O)c1ccc2c(c1)OCO2
    i	2%	-0.5%	11%	-27%	i	i	-18%	-2%	i	-28%
COc1ccccc1NC(=O)CN1CCN(c2ccc(Cl)cc2)CC1
    i	6%	-2.2%	-7%	u	i	i	-11%	-3%	i	3%
O=C(CCC(=O)N1CCCc2ccccc21)N1CCN(S(=O)(=O)c2ccccc2)CC1
    i	0%	-0.7%	-2%	u	u	i	-14%	-2%	u	3%
COc1ccc(Cc2nnnn2CC(=O)O)cc1
    i	3%	-0.1%[57.5 µM]	-6%	-3%	i	i	-7%	-3%	i	2%
O=C(c1cc(F)c(F)cc1Cl)N1CCOCC1
    x	-2%	-1.7%[0.0738 µM]	5%[9.17 µM]	8%[7.6 µM]	x	x	-4%	-6%[11 µM]	x	2%
CNC(=O)NC(=O)CSc1cccc(C(F)(F)F)c1
    i	2%	3.7%[57.5 µM]	-1%	-6%	u	i	-5%	0%	i	1%
Cc1ccc(-c2cc(C(F)(F)F)n3ncc(C(=O)N4CCN(C)CC4)c3n2)cc1
    x	2%	-1.5%[0.0738 µM]	27%[9.17 µM]	u	x	x	-10%	-3%[11 µM]	x	-1%
O=C1NC(c2ccco2)Nc2ccccc21 (stereo unspecified)
    5.6e-07M*	1%	x	-3%	2%	i	7.8e-07M*	-1%	-9%	i	0%
CCOC(=O)c1c(NC(=O)CSc2nc(C)cc(C)c2C#N)sc(C(C)=O)c1C
    1.2e-08M*	3%	-4.6%	-1%	13%	i	1.1e-08M*	12%	0%	i	1%
O=C(Cn1nnc(-c2ccc3c(c2)OCO3)n1)NCc1ccco1
    i	3%	1.6%	-7%	-9%	i	i	17%	-1%	i	1%
COc1ccc(C2(O)CC3CCC(C2)N3c2nc(C)cc(C)c2C#N)cc1 (stereo unspecified)
    6.5e-08M*	2%	-0.2%[57.5 µM]	4%	10%	i	6.5e-08M*	12%	5%	i	6%
CCN(CC)CCN1C(=O)C(O)=C(C(C)=O)C1c1ccccc1 (stereo unspecified)
    i	-5%	0.3%	8%	u	i	i	-6%	0%	u	2%
CCOC(=O)c1c(NC(=O)c2csc(C)c2)sc(C(C)=O)c1C
    3.1e-08M*	0%	-0.5%	-5%	u	i	2.7e-08M*	u	-7%	i	-3%
Cc1[nH]nc2c1C(C(C)C)C(C#N)=C(N)O2 (stereo unspecified)
    u	0%	0.8%[0.369 µM]	x	-13%	i	i	-18%	-2%	i	1%
N#Cc1c(N)nc(SCC(=O)NCc2ccc3c(c2)OCO3)c(C#N)c1-c1cccs1
    1.7e-07M*	-6%[20.6 µM]	x	x	x	i	1.1e-07M*	x	x	i	1%[25.5 µM]
O=C(CCN1Cc2ccccc2C1)c1ccc2c(c1)OCCO2
    i	1%	x	-2%	u	i	i	-15%	-5%	i	0%
Cc1cc2ncn(/N=C/c3cc(Br)ccc3O)c2cc1C
    i	-2%	-3.9%[0.369 µM]	x	-4%	i	i	12%	-1%	u	5%
COc1cccc(N(C(=O)c2ccn[nH]2)C2(C(=O)Nc3c(C)cccc3C)CCCCC2)c1
    i	2%	-0.2%	5%	-8%	i	i	10%	-7%	i	1%
CCCn1c(C)nc2c(NC(C)CN(C)C)nc(C)nc21 (stereo unspecified)
    x	x	0.6%	0%	2%	x	x	0%	-1%	x	x
COc1ccc(CCC(=O)NCc2cnn(C)c2)cc1
    5.4e-08M*	-6%	-1.9%	1%	14%	u	5.4e-08M*	5%	-5%	i	0%
CC(=O)C1C(c2cccc(F)c2)NC(=O)NC1(O)C(F)(F)F (stereo unspecified)
    i	0%	-0.4%	-13%	0%	i	i	14%	-3%	i	-2%
CC(C)/C=C1\CCCCC1N(C)C(=O)NC(C)C (stereo unspecified)
    x	0%	-0.6%	9%	-1%	x	x	6%	-2%	x	1%
Cc1ccc(S(=O)(=O)CC(=O)Nc2ccc(S(=O)(=O)Nc3onc(C)c3C)cc2)cc1
    i	2%	0.1%	10%	2%	i	i	4%	0%	u	-1%
COc1ccc(S(=O)(=O)N2CCCC2C(=O)Nc2nc3c(s2)CCCC3)cc1 (stereo unspecified)
    i	2%	-1.1%	0%	-10%	i	i	-24%	-8%	i	-1%
Cc1cc(C)nc(Sc2ccc3nnnn3n2)n1
    i	-2%	x	-1%	-5%	i	i	12%	-5%	i	-1%
Nc1nnc(SCC(=O)Nc2ccccc2N2CCOCC2)s1
    i	2%	-1.9%	6%	1%	i	i	1%	-10%	i	-1%
O=C(CSc1nnc(Cc2cc(=O)[nH]c(=O)[nH]2)n1-c1ccc(Cl)cc1)NCC1CCCO1 (stereo unspecified)
    i	6%	0.3%	-10%	-26%	u	i	-10%	-1%	i	-1%
CN(C)C(=O)c1ccc(-c2cncnc2NCCN2CCOCC2)cc1
    i	-3%[9.22 µM]	0.9%	-6%	-2%	i	i	5%	0%	i	-3%[2.29 µM]
O=c1nc(NCc2ccco2)sc2ncccc12
    i	0%	0.5%	7%	2%	i	i	-21%	-1%	i	-1%
C/C(=N\O)C1(C)N(O)C(C)(C)C(c2ccco2)=[N+]1[O-] (stereo unspecified)
    i	4%[20.6 µM]	x	x	x	i	i	x	x	i	1%[25.5 µM]
CCOC(=O)C1=C(N)OC2=C(C(=O)CC(C)(C)C2)C1c1ccco1 (stereo unspecified)
    u	0%	-1.9%	-3%	-1%	u	i	6%	-2%	i	-7%

Screening data (PubChem BioAssay)

Some of the compounds tested; rates above refer to the full screens.
